# Source: PubChem (National Center for Advancing Translational Sciences (NCATS))
# S-ASM inh: blocks human secretory acid sphingomyelinase | placental ASM, HMU-PC fluorogenic substrate, 60 min | Potency, µM (highest dose often 57.5 µM), for the others: at the top dose activity change, negative = inhibition, hits mostly inhibitors | 0.006% of 340,000 active | AID 504937; further: potency means the concentration at half of the fitted maximal effect
#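 qHTS format. ASM enzyme prepared from human placenta hydrolyses the fluorogenic substrate HMU-PC0 (9 uM final) over 60 min at 37 °C after a 10 min compound preincubation.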
# Giardia kill: Giardia lamblia killing; Giardia lamblia trophozoite viability; activity change, % at 7.66 µM, hits read low; 0.15% of 340,000 active; AID 540267; in the data active means activity change below about -80%; inconclusive means between about -30% and that limit;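 further: parasites exposed to compound for two days anaerobically before the ATP read; on the % scale 0 is the no-effect control and ±100 the full control effect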
#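 Trophozoites 100 cells/well + cpd; 48 hrs, 37 deg C, anaerobic. ATPLite 1-Step added, 15-30 min RT, luminescence read (ATP-based viability).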
# GALK inhibitor: inhibitors of human galactokinase. P51570. Purified GALK, Kinase-Glo residual ATP luminescence. 0.007% of 270,000 active. Potency, µM (series often up to 57.5 µM), without a hit: at the highest dose activity change, negative = inhibition, most hits filed as inhibitors. AID 1868; further: potency means the concentration at half of the fitted maximal effect; on the % scale 0 is the no-effect control and ±100 the full control effect
#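 The enzyme phosphorylates galactose (100 uM) using ATP (35 uM); inhibition is detected as higher residual ATP, quantified by bioluminescence after 1 h reaction at room temperature, pH 8.0.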
# Menin MLL FP TR: displaces Texas Red mutant MLL peptide from human menin. AID 1768. Menin + Texas Red MLL mutant peptide, fluorescence polarization. Potency, µM (doses to about 61.6 µM), inactives show at the top dose FP activity change, negative = inhibition, most hits filed as inhibitors. 0.23% of 270,000 active. O00255; active means well fitted inhibition curve with a large enough effect in the polarisation, with a control signal flat, not every such curve was filed as active; inconclusive means small, poorly fitted or top-dose-only effect, or effect the other way, or a change in a side signal; inactive means no such curve, though single readings can be large or run the other way; the % refers to the polarisation; further: potency means the concentration at half of the fitted maximal effect; % of control where 0% means no effect; many of its hits are not listed in these tables
# Target sequence (O00255 whole entry, looked up): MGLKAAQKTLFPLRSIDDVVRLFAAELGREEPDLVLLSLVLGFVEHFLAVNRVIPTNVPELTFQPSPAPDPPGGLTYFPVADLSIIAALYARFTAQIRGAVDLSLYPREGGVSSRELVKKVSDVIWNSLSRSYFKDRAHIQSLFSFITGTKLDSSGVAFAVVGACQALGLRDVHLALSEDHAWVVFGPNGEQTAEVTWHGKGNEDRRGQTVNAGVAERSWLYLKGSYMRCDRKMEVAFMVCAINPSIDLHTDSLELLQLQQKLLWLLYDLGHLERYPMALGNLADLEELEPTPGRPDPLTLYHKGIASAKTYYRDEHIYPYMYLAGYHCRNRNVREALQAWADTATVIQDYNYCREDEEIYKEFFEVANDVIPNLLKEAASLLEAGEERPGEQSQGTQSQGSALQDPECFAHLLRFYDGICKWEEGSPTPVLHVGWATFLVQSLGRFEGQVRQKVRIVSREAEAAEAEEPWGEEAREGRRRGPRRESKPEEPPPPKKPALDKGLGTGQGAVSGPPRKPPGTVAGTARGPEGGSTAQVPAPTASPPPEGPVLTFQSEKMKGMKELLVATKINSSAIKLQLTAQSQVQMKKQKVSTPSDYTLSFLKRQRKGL
# TSG101-PTAP inh: blocks PTAP/TSG101 interaction to inhibit HIV-1 budding | Fluorescence polarization, FITC-PTAP peptide / Tsg101 binding | Potency, µM (doses to about 115 µM), inactives show top-dose activity change, negative = inhibition, usual class: inhibitors | Q99816 | 340,000 tested, under 10 active; active means well fitted inhibition curve with a large enough effect in the main read-out, with a control signal flat, not every such curve was filed as active; inconclusive means small, poorly fitted or top-dose-only effect, or effect the other way, or a change in a side signal; inactive means no such curve, though single readings can be large or run the other way; further: potency means the concentration at half of the fitted maximal effect; % of control where 0% means no effect
#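 FP read-out: FITC-PTAP peptide, 50 nM final, binding Tsg101 binding domain, 10 uM final; 20 min, r.t.; 10 mM HEPES pH 7.5, 0.15 M NaCl, 0.01% Tween 20, 3 mM EDTA, 0.1 mM TCEP.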
# Coupling enz: inhibits coupling enzyme system, counter-screen for aldolase hits. coupling enzyme system counterscreen, AmpLite Red fluorescence. activity change, negative = inhibition, % at 58.2 µM, hits read low. 0.67% of 290,000 active. AID 2472; in the data active means activity change below about -30%; further: on the % scale 0 is the no-effect control and ±100 the full control effect
#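 First, compound is pin-transferred into glyceraldehyde-3-phosphate coupling-enzyme reagent at 57.5 uM final and held 10 min at RT. Next, substrate, coupling system and AmpLite Red are added. After 20 min RT, fluorescence (525/598 nm) is read.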
# Tb PFK block: inhibitors of T. brucei phosphofructokinase | O15648 | T. brucei PFK, ADP-Glo luminescence | Potency, µM (highest dose often 57.5 µM), for inactives: at the highest dose activity, negative = inhibition, usual class: inhibitors | 0.17% of 330,000 active | AID 485367;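 further: potency means the concentration at half of the fitted maximal effect; 0% = uninhibited 1x PFK enzyme wells and -100% = no-enzyme wells; nearly all actives have a fitted effect of over 60% in size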
# Target sequence (O15648 whole entry, looked up): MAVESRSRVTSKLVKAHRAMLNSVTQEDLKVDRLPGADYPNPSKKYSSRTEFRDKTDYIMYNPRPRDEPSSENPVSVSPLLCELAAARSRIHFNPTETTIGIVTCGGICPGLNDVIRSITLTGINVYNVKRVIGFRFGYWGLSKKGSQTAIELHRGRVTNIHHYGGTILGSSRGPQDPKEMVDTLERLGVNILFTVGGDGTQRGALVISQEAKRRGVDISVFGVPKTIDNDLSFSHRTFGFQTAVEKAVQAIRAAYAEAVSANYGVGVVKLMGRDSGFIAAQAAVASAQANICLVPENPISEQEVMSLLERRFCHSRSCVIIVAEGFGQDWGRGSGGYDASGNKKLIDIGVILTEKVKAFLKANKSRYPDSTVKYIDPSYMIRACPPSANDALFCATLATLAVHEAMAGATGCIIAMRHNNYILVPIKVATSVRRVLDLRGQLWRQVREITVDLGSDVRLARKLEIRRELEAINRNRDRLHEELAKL
#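 Luminescent ADP detection (ADP-Glo, two-step: ATP depletion then ADP-to-ATP conversion for luciferase) reported PFK activity after 45 min room-temperature reaction of 1.25 nM enzyme with 0.5 mM F6P and 0.1 mM ATP at pH 8.0.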
# B2AR arrestin: agonists driving beta-arrestin recruitment to human beta2-adrenergic receptor; P07550; beta-arrestin recruitment to beta2AR, cell-based reporter; Potency, µM (top dose mostly 46.1 µM), without a hit: at the top dose activation, actives largely listed as activators; 0.02% of 330,000 active; AID 492947;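 further: potency means the concentration at half of the fitted maximal effect; 0% = DMSO controls and full agonism = EC100 isoproterenol or metaproterenol; nearly all actives have a fitted effect of over 65% in size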
# PKM2 activator: activators of human pyruvate kinase M2; purified PKM2, Kinase-Glo ATP luminescence, activation; response scale: 0% is enzyme alone, no compound; Potency, µM (highest dose often 57.5 µM), for the others: at the top dose activation, hits mostly activators; AID 1631; 0.34% of 260,000 active; further: potency means the concentration at half of the fitted maximal effect; on the % scale 0 is the no-effect control and ±100 the full control effect; nearly all actives have a fitted effect of over 55% in size
#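 Purified hPK-M2 (>95% pure) converted ADP (0.1 mM final) to ATP with 0.5 mM PEP in 50 mM imidazole pH7.2, KCl, MgCl2, Tween 20, BSA; 1 h at room temperature. ATP detected by Kinase-Glo luminescence.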
# Integrin act MD: integrin-mediated muscular dystrophy alleviation activation; 0.064% of 350,000 active; AID 624291; alpha7betagal myoblasts, beta-gal FDG fluorescence, 48 h; Potency, µM (highest dose often 38.3 µM), for the others: top-dose activation, actives largely listed as activators;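 further: potency means the concentration at half of the fitted maximal effect; 100% = response of the positive control SU9516; nearly all actives have a fitted effect of over 60% in size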
#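 alpha7betagal+/- myoblasts (passage 13, 250/well) treated 48 h at 37C with compounds at 1:260 dilution of DMSO stock. Lysed, then beta-galactosidase activity read as FDG fluorescence (ex 480/em 540) after 30 min, with pre-read for autofluorescence.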
# Chronic BCR inh: inhibitors of chronic active B-cell receptor signaling; 0.05% of 340,000 active; Potency, µM (titrated, usually from 46.1 µM), inactives show top-dose ratio change, negative = lower green/red ratio, usual class: inhibitors; ABC-DLBCL IkBa-CBG/CBR reporter, luminescence ratio, 4 h; active means well fitted inhibition curve with a large enough effect in the signal ratio, with a control signal flat, not every such curve was filed as active; inconclusive means small, poorly fitted or top-dose-only effect, or effect the other way, or a change in a side signal; the % refers to the signal ratio;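 further: potency means the concentration at half of the fitted maximal effect; plate controls were basal doxycycline-induced cells for no effect and cells given 10 µM MG132 for full effect; MG132 reads +100%, hits lower the ratio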
#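 Cell line TMD8 (human ABC DLBCL), stably expressing tet-inducible CBG68-IkBa fusion and CBR; IMDM/0.5% FBS; cpd up to 46 uM; dox induction, 4 h, 37C/5% CO2; dual luminescence; green/red ratio; MG132 control.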
# * marks the source's active call; other numbers are inactive results; u = inconclusive; x = not tested or not shown; [ ] = another dose, or the depositor's remark. Unless noted, the call rests on the fitted dose curve; in most records, active means well fitted curve in the direction sought with a large enough effect; inconclusive means small, poorly fitted or top-dose-only effect, or another doubt; inactive means no such curve, though single readings can be large; an effect the other way counts as inactive or inconclusive. These rows are one share of the data; the hit share may differ from the screen's.
SMILES,S-ASM inh,Giardia kill,GALK inhibitor,Menin MLL FP TR,TSG101-PTAP inh,Coupling enz,Tb PFK block,B2AR arrestin,PKM2 activator,Integrin act MD,Chronic BCR inh
Cc1ccnc(NS(=O)(=O)c2ccc(NC(=O)C3CC=CCC3C(=O)O)cc2)n1 (stereo not given),2%,1,9%,-2%,-2%,-2,0%,0.4%,-4%,9%,0%
Cc1ccc(-c2csc(N/N=C/C=C/c3ccccc3)n2)cc1,-2%,-18,x,u,-7%,1,1%,3.4%,1%,3%,6%
COc1ccc(-n2nnnc2CNC(=O)C(=O)c2c(C)[nH]c3ccccc23)cc1,-5%,-10,x,x,-4%,x,3%,-0.1%,x,4%,u
O=C(Nc1nc2ccc(F)cc2s1)c1cccs1,-2%,2,-1%,13%,0%,-2,4%,-1.1%,x,5%,u
CCCn1nnc(NCc2ccc(OCc3cccs3)c(OC)c2)n1,2%,-4,2%,17%,-1%,-1,-6%,0.3%,-9%,-23%,u
Cc1c(Br)c([N+](=O)[O-])nn1CC(=O)Nc1c(C)n(C)n(-c2ccccc2)c1=O,-2%,4,-2%,4%,-6%,-1,-3%,-1.2%,-4%,4%,1%
O=c1c2c(c(-c3ccccc3)nn1Cc1ccccc1)CCCC2,-3%,-3,-3%,u,-1%,9,-4%,-0.7%,x,-3%,u
CCCNC(=O)c1oc2ccc3c(c2c1C)C(O)CC(C)(C)O3 (stereo not given),5%,-5,0%,-27%,-1%,1,-11%,0.3%,x,-14%,-2%
O=C(CN1CCN(c2ccccc2)CC1)NC(=O)NCc1ccco1,-1%,8,0%,-17%,-2%,5,1%,0.2%,-15%,-4%,0%
CN(CC1COc2ccccc2O1)C(=O)Cn1cc(C(F)(F)F)ccc1=O (stereo not given),4%,-6,x,x,-1%,x,-1%,-0.5%,x,0%,0%
CCOC(=O)NC(=O)CSc1ccc(S(=O)(=O)N(C)C2CCCCC2)cn1,0%,0,x,x,-1%,x,-15%,-0.3%,x,7%,0%
COc1ccc(-c2[nH]n(-c3ccc([N+](=O)[O-])cc3)c(=O)c2C=NCc2ccccc2)cc1,-9%,-4,x,u,-4%,-5,0%,-0.3%,1%,-5%,u
NC(=O)C1CCN(c2cc(Cl)nc(N)n2)CC1,1%,-4,0%,-12%,-1%,3,3%,0.5%,-1%,19%,-9%
Cc1ccccc1CN1CCC(Oc2ccc(C(=O)NCc3ccccn3)cc2)CC1,1%,-23,3%,-17%,-3%,2,1%,0.3%,9%,-38%,1%
Cc1nc2ccccc2nc1N1CCOCC1,4%,-10,0%,4%,-2%,3,1%,-1.0%,-10%,16%,4%
Cc1ccccc1Nc1nc2nonc2nc1N1CCOCC1,1%,-12,2%,-8%,-1%,0,u,-0.3%,1%,-2%,-4%
COc1ccc(-n2c(/C=C(\C)O)nc(=O)c3c(C)cc(C)nc32)cc1,-2%,9,0%,14%,x,-4,-8%,0.2%,-16%,10%,-1%
COc1ccc(C2=NN(C(=O)COC(=O)c3ccc(NC(=O)CC#N)cc3)C(c3ccco3)C2)cc1 (stereo not given),-9%,-5,x,x,2%,x,-1%,-0.2%,x,8%,2%
O=C(NCc1cccnc1)c1nn2cccnc2c1Cl,4%,10,4%,15%,-2%,-1,-13%,-1.2%,10%,10%,u
c1ccc2ncccc2c1,0%,-1,x,x,-1%,x,0%,-1.1%,x,11%,0%
CCNC(=S)NNC(=O)c1ccc2ncccc2c1,0%,-17,2%,-2%,0%,0,-4%,0.1%,-5%,0%,-1%
O=C(NCCc1ccc2c(c1)OCCO2)c1cc2ccccc2o1,1%,0,1%,4%,-7%,0,2%,0.2%,0%,-4%[7.66 µM],u
O=C1CCCN2N=C(SCC(=O)Nc3ccc([N+](=O)[O-])cc3)SC2=N1,-1%,10,-4%,-7%,-4%,0,-2%,-0.1%,-7%,5%,0%
COc1ccccc1NC(=O)Cc1noc(CSc2nnc(C)s2)n1,2%,16,3%,-1%,-4%,1,-1%,0.3%,-1%,-13%,0%
OCCCN=C1CCCc2c1[nH]c1ccc(Cl)cc21,10%,-9,10%,x,-13%,0,1%,0.3%,0%,8%,2%

# Continued.
SMILES,S-ASM inh,Giardia kill,GALK inhibitor,Menin MLL FP TR,TSG101-PTAP inh,Coupling enz,Tb PFK block,B2AR arrestin,PKM2 activator,Integrin act MD,Chronic BCR inh
CC(C)Sc1nnc(Cn2c(=O)sc3ccccc32)n1-c1ccccc1,4%,-5,-3%,2%,-8%,3,0%,0.6%,-5%,-11%,9%
O=C(NC1CC1)c1ccc(COc2ccc(F)cc2)o1,0%,2,3%,-1%,-3%,1,-2%,-0.5%,-3%,-23%,-13%
CC(OC(=O)c1ccccc1C(=O)N(C)Cc1ccccc1)C(=O)NC1(C#N)CCCCC1 (stereo not given),2%,-1,x,x,0%,x,1%,-0.1%,x,5%,-3%
Cc1nn(Cc2c(F)c(F)c(F)c(F)c2F)c(C)c1NC(=O)c1ccc(COc2ccc(Cl)cc2Cl)o1,-24%,11,x,6%,-2%,5,-5%,3.2%,1%,-54%[inhibitor],u
Nc1ccc(C(=O)N2CCCC2)cc1CS(=O)(=O)c1ccc(Cl)cc1,-3%,6,0%,1%,-2%,7,-1%,0.1%,6%,15%,-4%
Nc1ncnc(Nc2cccc(C(F)(F)F)c2)n1,1%,-9,-3%,9%,-6%,-3,-1%,-0.5%,0%,2%,u
C/C(=N\NC(N)=O)C1CC(Cc2ccccc2)C(=O)O1 (stereo not given),-1%,3,0%,18%,0%,0,-1%,0.2%,0%,-4%,-2%
O=C(CN(C(=O)CCC(=O)Nc1nccs1)c1ccc(F)c(Cl)c1)NCc1ccco1,0%,5,0%,-2%,-4%,0,-4%,-0.5%,-1%,4%,0%
COC(=O)[C@H](C(C)C)N(Cc1ccccc1)S(=O)(=O)CCNC1CCCC1,2%,62[activator],x,x,-4%,x,-1%,0.5%,x,-5%,-3%
Cc1c(Br)ccc(NC(=O)CCN2C(=O)C3C4CCC(C4)C3C2=O)c1C (stereo not given),1%,-6,-1%,15%,-1%,2,-1%,-1.3%,-5%,-14%,1%
Cn1c(N)c(C(=O)COC(=O)c2ccccc2C(=O)c2ccc(Cl)cc2)c(=O)n(C)c1=O,-16%,10,x,x,-7%,x,2%,-0.3%,x,0%,u
COc1cc2nc(CN3CCN(S(=O)(=O)c4ccc(Br)cc4)CC3)[nH]c(=O)c2cc1OC,-5%,-20,x,x,-5%,x,0%,-0.2%,x,-27%,2%

# Arranged by the number under TSG101-PTAP inh (smallest number first): some entries from above.
Molecule	TSG101-PTAP inh
CC(C)Sc1nnc(Cn2c(=O)sc3ccccc32)n1-c1ccccc1	-8%
COc1cc2nc(CN3CCN(S(=O)(=O)c4ccc(Br)cc4)CC3)[nH]c(=O)c2cc1OC	-5%
Cc1nn(Cc2c(F)c(F)c(F)c(F)c2F)c(C)c1NC(=O)c1ccc(COc2ccc(Cl)cc2Cl)o1	-2%

# Reprinted at random: two entries already listed.
SMILES,S-ASM inh,Giardia kill,GALK inhibitor,Menin MLL FP TR,TSG101-PTAP inh,Coupling enz,Tb PFK block,B2AR arrestin,PKM2 activator,Integrin act MD,Chronic BCR inh
Nc1ncnc(Nc2cccc(C(F)(F)F)c2)n1,1%,-9,-3%,9%,-6%,-3,-1%,-0.5%,0%,2%,u
O=C(NC1CC1)c1ccc(COc2ccc(F)cc2)o1,0%,2,3%,-1%,-3%,1,-2%,-0.5%,-3%,-23%,-13%

# An excerpt from above in order of molar mass, high to low.
SMILES,S-ASM inh,Giardia kill,GALK inhibitor,Menin MLL FP TR,TSG101-PTAP inh,Coupling enz,Tb PFK block,B2AR arrestin,PKM2 activator,Integrin act MD,Chronic BCR inh
Cc1nn(Cc2c(F)c(F)c(F)c(F)c2F)c(C)c1NC(=O)c1ccc(COc2ccc(Cl)cc2Cl)o1,-24%,11,x,6%,-2%,5,-5%,3.2%,1%,-54%[inhibitor],u
Cn1c(N)c(C(=O)COC(=O)c2ccccc2C(=O)c2ccc(Cl)cc2)c(=O)n(C)c1=O,-16%,10,x,x,-7%,x,2%,-0.3%,x,0%,u
CC(C)Sc1nnc(Cn2c(=O)sc3ccccc32)n1-c1ccccc1,4%,-5,-3%,2%,-8%,3,0%,0.6%,-5%,-11%,9%
